Screening data (PubChem BioAssay)
SENP1 FRET inh: blocks the human SENP1 SUMO protease catalytic domain. recombinant SENP1 catalytic domain, CyPet-SUMO1-YPet FRET cleavage. inhibition, % at 10 µM. hit rate 0.21% among 360,000. AID 624204;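 active = inhibition at least 30% at 10 µM, raw YFP signal under a set limit, fluorescence ratio 0.5 to 1.5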;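 also: 0% = enzyme with DMSO and 100% = no enzyme wells; some results filed as inactive read as strong as hits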
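System: Recombinant human SENP1 catalytic domain, His6-tagged | Incubation: Enzyme reaction for 50 min at room temperature, dark | Medium: Tris pH 8 with BME, BSA, NP40 and catalase | Also added: 25 nM SUMO1 FRET substrate | Compound: 10 µM single point, 0.5% DMSO | Measured by: FRET fluorescence in CFP and YFP emission channels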
SENP8 block-1: inhibitors of human SENP8 protease. Q96LD8. recombinant SENP8, Nedd8 substrate fluorescence. inhibition, % at 20 µM. hit rate 0.64% among 360,000. AID 602440; in the data active = inhibition mostly above about 40%, no sharp cut-off; inactive = mostly below about 27%
UBC13 inh: blocks human UBC13 polyubiquitin chain formation; P61088; TR-FRET; inhibition, % at 20 µM; hit rate 0.47% among 330,000; in the data active = inhibition above about 45%, passing the limit was not always enough
SENP8 block-2: inhibitors of human SENP8 protease | purified SENP8, Z-RLRGG-aminoluciferin cleavage, luminescence | inhibition, % at 10 µM | hit rate 1.2% among 330,000 | AID 2540; in the data active = inhibition above about 50%
Apaf1 inhib: human Apaf-1 inhibition. O14727. reconstituted apoptosome caspase-3 activity, DEVD-Rh110 fluorescence. inhibition, % at 20 µM. hit rate 0.71% among 330,000. AID 489030; active = inhibition of at least 40% at 20 µM;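 also: plate controls were DMSO wells for no effect and DEVD-CHO caspase inhibitor wells for full effect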
Target sequence (O14727 whole entry, looked up): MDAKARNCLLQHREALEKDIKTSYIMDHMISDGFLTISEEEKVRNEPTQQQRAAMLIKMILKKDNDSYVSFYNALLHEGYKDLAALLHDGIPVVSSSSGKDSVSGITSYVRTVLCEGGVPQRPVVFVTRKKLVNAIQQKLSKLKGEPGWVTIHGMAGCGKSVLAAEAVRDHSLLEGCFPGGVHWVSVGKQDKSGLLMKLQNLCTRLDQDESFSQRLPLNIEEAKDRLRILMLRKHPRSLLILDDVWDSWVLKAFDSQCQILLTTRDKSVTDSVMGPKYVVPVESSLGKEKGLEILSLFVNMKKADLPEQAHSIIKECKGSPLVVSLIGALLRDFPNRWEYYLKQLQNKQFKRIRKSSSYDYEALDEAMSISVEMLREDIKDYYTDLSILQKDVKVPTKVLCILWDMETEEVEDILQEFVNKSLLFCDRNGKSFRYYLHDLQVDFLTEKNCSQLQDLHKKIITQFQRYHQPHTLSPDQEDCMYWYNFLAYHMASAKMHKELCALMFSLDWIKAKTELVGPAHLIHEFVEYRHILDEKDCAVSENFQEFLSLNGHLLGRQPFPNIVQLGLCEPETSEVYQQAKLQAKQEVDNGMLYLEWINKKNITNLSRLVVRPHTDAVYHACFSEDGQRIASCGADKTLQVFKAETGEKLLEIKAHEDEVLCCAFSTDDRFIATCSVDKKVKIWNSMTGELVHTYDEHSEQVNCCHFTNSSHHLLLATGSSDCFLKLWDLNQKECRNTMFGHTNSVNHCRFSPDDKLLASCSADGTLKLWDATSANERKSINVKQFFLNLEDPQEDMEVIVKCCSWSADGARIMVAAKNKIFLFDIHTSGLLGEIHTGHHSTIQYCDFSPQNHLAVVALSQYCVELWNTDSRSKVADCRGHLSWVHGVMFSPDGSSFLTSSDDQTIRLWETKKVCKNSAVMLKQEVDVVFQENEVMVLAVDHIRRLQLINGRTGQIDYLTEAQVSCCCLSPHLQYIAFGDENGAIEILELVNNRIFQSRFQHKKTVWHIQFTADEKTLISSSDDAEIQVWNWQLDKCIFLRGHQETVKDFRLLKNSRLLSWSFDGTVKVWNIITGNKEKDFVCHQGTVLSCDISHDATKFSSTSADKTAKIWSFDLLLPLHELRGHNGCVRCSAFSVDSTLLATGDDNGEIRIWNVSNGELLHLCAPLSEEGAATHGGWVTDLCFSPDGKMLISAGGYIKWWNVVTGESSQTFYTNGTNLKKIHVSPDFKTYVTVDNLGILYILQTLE
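Material: reconstituted apoptosome with Apaf-1, cytochrome c, caspase-9, procaspase-3, dATP / Buffer or medium: pH 7.5 Hepes buffer with CHAPS, BSA, DTT / Also added: cytochrome c with DEVD-Rh110 / Schedule: compound with Apaf-1, dATP, procaspase-3 30 min, then 50 min reaction, room temperature / Technique: rhodamine 110 fluorescence at Ex 480/Em 540 nm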
SENP7 inh: SENP7 protease inhibition | AID 434973 | inhibition, % at 5 µM | recombinant SENP7, Z-RLRGG-aminoluciferin luminescence, 40 min | Q9BQF6 | hit rate 1.5% among 330,000;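 active = inhibition above about 50% at the single test dose, limit read from the data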;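 also: plate controls were DMSO with enzyme for no effect and no enzyme buffer wells for full effect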
SENP6 block: blocks the human protease SENP6; Q9GZR1; Recombinant SENP6 catalytic domain, aminoluciferin luminescence; inhibition, % at 10 µM; hit rate 1.8% among 330,000; AID 2599;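 active = inhibition above about 50% at the single tested dose, limit read from the data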;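 also: plate controls were DMSO wells with enzyme for no effect and DMSO wells lacking enzyme for full effect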
APOBEC3G inh: inhibitors of human APOBEC3G DNA deaminase; recombinant A3G, ssDNA deamination FAM/TAMRA fluorescence; Q9HC16; hit rate 0.28% among 330,000; inhibition, % at 20 µM;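 active = inhibition of at least 40% at 20 µM, with no more than 30% in the related APOBEC3A deaminase screen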;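 also: plate controls were DMSO wells with A3G for no effect and wells lacking A3G enzyme for full effect; some compounds called inactive have numbers as strong as hits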
Numbers without * were called inactive; . = not tested or not shown.

SMILES	SENP1 FRET inh	SENP8 block-1	UBC13 inh	SENP8 block-2	Apaf1 inhib	SENP7 inh	SENP6 block	APOBEC3G inh
Cc1cccc(N2CCN(C(=O)C3CCN(c4nnc(-n5cccc5)s4)CC3)CC2C)c1 (configuration not stated)	3	9	-4	-7	2	-3	-10	-5
COc1ccc(CN(C(=O)c2nsc(Cl)c2Cl)C(C(=O)NC2CCCC2)c2ccc(C)cc2)cc1 (configuration not stated)	-1	20	-10	-11	19	-16	-12	-8
O=C(c1coc2ccccc2c1=O)N1CCN(c2cccc(C(F)(F)F)c2)CC1	-10	21	2	2	3	17	12	1
CC1(C)CC(=O)C2=C(C1)OC(N)=C(C#N)C2c1ccccc1[N+](=O)[O-] (configuration not stated)	-25	-160	2	4	6	1	7	-4
CCOC(=O)c1cccc(NC(=O)CN2C(=O)C3CC=CCC3C2=O)c1 (configuration not stated)	0	-3	4	-2	9	1	2	-3
CC(C)C(C(=O)OCC(=O)c1cccc([N+](=O)[O-])c1)N1C(=O)[C@@H]2[C@H]3CC[C@H](C3)[C@@H]2C1=O (some centres not stated)	1	16	3	-8	9	5	-3	2
CCCn1c(NC(=O)c2ccccc2Br)nc2ccccc21	-2	-54	12	7	-1	5	2	-1
CC(NCc1nc2ccccc2n1C)C12CC3CC(CC(C3)C1)C2 (configuration not stated)	0	6	23	3	-3	-9	-5	-5
CC(=O)OC1(C(F)(F)F)Oc2ccccc2NC1=O (configuration not stated)	4	5	-4	0	-1	9	-3	-6
Cc1ccc(-c2nc(C#N)c(NCC3CCCO3)o2)cc1 (configuration not stated)	1	-447	7	1	-7	10	8	1
CCN(CC(=O)Nc1c(F)cccc1F)C(=O)C1CCN(S(=O)(=O)c2ccc(C)cc2C)CC1	2	-1	-6	-5	1	-14	-16	0
Nc1nc2c(s1)COc1ccccc1-2	-4	-14	8	-7	-7	-4	-4	-3
Cn1cccc1C(=O)C(=O)Nc1ccc(Cl)cc1	1	23	0	86*	-9	95*	90*	-6
CCn1c(C(=O)N2CCC(C(=O)NCCCSC3CCCCC3)CC2)cc2sccc21	-4	8	32	1	16	4	-2	-3
C=CCN(Cc1ccc(Cl)s1)C(=O)c1ccc(F)c(S(=O)(=O)N2CCOCC2)c1	-1	-5	2	-1	11	6	13	1
Cc1ccc(C)c(N=Nc2nc3ccccc3n2C)c1	4	21	-57	65*	11	87*	79*	4
COc1cc2c(CCNC(C)=O)c[nH]c2cc1Cl	1	-4	2	2	-13	14	7	-8
Cc1ccc(SCc2nnc(NC(=O)c3ccccc3)s2)cc1	3	40*	-10	2	24	9	3	0
Cc1ccc(C2=NCCNC2=O)c(C)c1	1	2	8	-8	-6	-10	-3	-5
O=C(CSc1n[nH]c(=O)[nH]c1=O)Nc1ccccc1C(=O)c1ccccc1	3	24	-3	-3	-17	-4	-25	-1
Cc1cccc(C(=O)NCC(=O)N(C)Cc2nc3ccccc3c(=O)[nH]2)c1	-3	6	3	6	-2	4	2	-2
COc1cccc(-c2csc(NC(=O)Oc3ccccc3)n2)c1	2	14	8	4	-12	8	20	-5
Cc1ccc2c(c1)c1c(n2CC(O)CN2CCCCCC2)CCCC1 (configuration not stated)	3	-12	11	-8	4	4	-5	-7
S=C(c1ccc(-c2ccc(Cl)cc2)o1)N1CCCCC1	-2	-10	3	3	-4	20	13	-1
C#CC(C)(C)NC(=O)c1cnc(-c2ccccc2)nc1-c1ccccc1	-4	12	2	7	4	7	-2	-6
O=C(O)CN1C(=O)C2(OCCCO2)c2ccccc21	0	9	16	-3	-14	6	-7	-8
NS(=O)(=O)c1ccc(NC(=O)COC(=O)c2ccc3c(c2)OCCO3)cc1	3	12	-16	-6	-7	-9	-23	-3
Cc1ccc(NC(=S)N2CCCC2)cc1Cl	3	2	0	-2	10	5	-2	3
O=S(=O)(Nc1cccc(-c2ccc(N3CCCCCC3)nn2)c1)c1ccc(C(F)(F)F)cc1	-4	-4	-11	-5	17	14	1	-2
O=C1[C@H]2[C@H](C=CC[C@H]2C(=O)N2CCOCC2)CCN1Cc1ccc(Cl)c(Cl)c1	.	.	13	-7	-3	0	0	-8

3 compounds already listed, sorted by molar mass, smallest number first:
SMILES	SENP1 FRET inh	SENP8 block-1	UBC13 inh	SENP8 block-2	Apaf1 inhib	SENP7 inh	SENP6 block	APOBEC3G inh
S=C(c1ccc(-c2ccc(Cl)cc2)o1)N1CCCCC1	-2	-10	3	3	-4	20	13	-1
COc1cccc(-c2csc(NC(=O)Oc3ccccc3)n2)c1	2	14	8	4	-12	8	20	-5
C=CCN(Cc1ccc(Cl)s1)C(=O)c1ccc(F)c(S(=O)(=O)N2CCOCC2)c1	-1	-5	2	-1	11	6	13	1

Continued.
SMILES	SENP1 FRET inh	SENP8 block-1	UBC13 inh	SENP8 block-2	Apaf1 inhib	SENP7 inh	SENP6 block	APOBEC3G inh
CCOC(=O)c1ccc2c(c1)NCc1cccc(OC)c1O2	2	-284	13	7	9	10	23	-6
CC(C)(C)OC(=O)N1CC(O)CC1C(=O)OCC(=O)c1ccccc1 (configuration not stated)	-1	-2	0	-3	3	-1	-18	0
Cc1ccc(NC(=O)COC(=O)c2cccc(OC(F)F)c2)cc1S(=O)(=O)N1CCCCC1	3	14	0	-14	20	-4	-12	-8
COc1ccc(CNC(=O)c2ccc(N3CCC4(CC3)CC(c3ccc(Cl)cc3)=NO4)c([N+](=O)[O-])c2)cc1	3	15	-10	1	4	3	-1	11
Cc1[nH]c2ccccc2c1/C=N/NC(=O)c1ccc(N)cc1	-6	-227	-6	0	-5	1	1	-6
Cn1ncc2c(Nc3cc(Cl)cc(Cl)c3)ncnc21	0	-82	-1	-19	11	4	-16	-4
CCCCN([C@H](CO)C(C)C)S(=O)(=O)c1ccccc1Br	1	16	.	.	12	0	.	6
CCCc1[nH]nc2c1C1(C(=O)N(C(C)C)c3ccccc31)C(C#N)=C(N)O2 (configuration not stated)	-29	-1	7	3	-2	-7	-28	-10
O=C(Nc1cccnc1)c1cc(-c2cccc(Cl)c2)on1	2	5	3	5	10	15	-1	-2
CCN(CCCNC(=O)CN1C(=O)COc2ccccc21)c1cccc(C)c1	3	12	4	-2	-14	5	-4	-2
O=C(CN1CCN(c2ccccn2)CC1)Nc1cccc(Cl)c1Cl	3	1	-2	-3	23	-14	-17	-9
CC(=O)NC1=NN(C(C)=O)C(c2ccc(C(C)C)cc2)S1 (configuration not stated)	0	23	4	-1	0	-2	8	-8
CN1CCN(C(=O)c2cc3ccccc3cc2O)CC1	2	-16	0	-16	18	0	-4	-8
O=C(NCC1CCCO1)c1sc(=S)n2c1[nH]c(=O)c1ccc(C(=O)N3CCCCC3)cc12 (configuration not stated)	31*	17	-14	3	5	-3	-2	3
Cc1ccc(N(C(=O)CNC(=O)c2ccco2)C(C(=O)NC2CCCC2)c2cccnc2)c(C)c1 (configuration not stated)	-1	9	2	-3	0	2	-2	-10
Nc1nc(Sc2c([N+](=O)[O-])cc(C(F)(F)F)cc2[N+](=O)[O-])n[nH]1	-1	17	-10	3	-8	4	14	-8
CN1/C(=C\C(=O)COC(=O)c2nccnc2N)C(C)(C)c2ccccc21	-18	-235	-11	2	8	11	-1	1
COc1ccc(NC(=S)NCCc2ccc(F)cc2)c(OC)c1	-1	11	1	4	-5	17	5	-3
CC1CCCC(C)N1S(=O)(=O)c1ccc(S(=O)(=O)NCc2ccccc2)cc1 (configuration not stated)	2	13	-1	-1	-1	1	-20	-7
Cc1ccccc1-c1ncc(CN2CCN(C3CCCC3)C(CCO)C2)cn1 (configuration not stated)	2	17	7	0	-5	6	-13	-4
COc1cc(OC)c(OC)cc1CNC(=O)c1ccc(S(=O)(=O)N2CC(C)OC(C)C2)cc1 (configuration not stated)	-1	12	-13	-12	6	-6	-12	-5
COc1ccc(S(=O)(=O)NC(C)C(=O)Nc2ccc3c(c2)OCCO3)cc1OC (configuration not stated)	0	10	6	0	3	0	0	-9
COC(=O)c1nnc(-c2ccccc2)nc1OC	2	23	-6	-10	4	-12	-15	-1
Cc1cccc(C(CC(=O)N2CCCCC2)c2ccccc2)c1O (configuration not stated)	0	0	2	1	-6	14	-20	-9
N#CCNC1CC(=O)N(c2ccccc2)C1=O (configuration not stated)	1	8	2	-1	-4	-1	3	-8
CCc1nnc(NC(=O)c2ccc(S(=O)(=O)N3CCCCC3C)cc2)s1 (configuration not stated)	0	12	-5	10	-8	2	-5	-2
O=C(CCC(=O)NCCCc1ccccc1)NCCCc1ccccc1	1	12	2	6	-1	1	-14	-4
CCOC(=O)C1=C(C)N=c2s/c(=C\c3cccc(OCC(=O)O)c3)c(=O)n2C1c1ccccc1 (configuration not stated)	-3	5	-6	-9	-7	-8	8	-5
Cc1ccnc(NC(=O)C2CCN(S(=O)(=O)c3ccc4c(c3)CC(C)N4C(=O)C3CCC3)CC2)c1 (configuration not stated)	0	10	8	-8	15	-2	-2	-5
CCOc1cc(C(=O)OCc2ccc(OC)cc2)ccc1OCC(=O)N1CCOCC1	2	4	19	4	9	-4	1	-3
CCOC(=O)C1=C(C)N(c2ccccc2)C(=O)NC1c1cccc([N+](=O)[O-])c1 (configuration not stated)	6	12	10	9	13	-6	-4	-1
CCn1nnnc1SCC(=O)N1CCN(Cc2ccc3c(c2)OCCO3)CC1	1	7	-4	-9	-2	-5	-16	-4
CSc1nc(-c2ccccc2)cc(C)c1C#N	-1	-432	23	-9	2	-17	-12	-2
CNC(=O)COC(=O)c1ccccc1Oc1ccccc1	1	16	-4	-2	-5	7	5	-8
O=C(NNc1ncccc1Cl)c1c(Cl)cccc1Cl	1	36	-10	-7	2	0	-10	-2
CC(C)NCC(O)COc1ccc(CCOCC2CC2)cc1 (configuration not stated)	-1	10	-8	4	-3	9	2	-4
CCOC(=O)c1sc(C)c(C(=O)NC2CCCCC2)c1N	2	-74	-1	-4	2	4	-17	-3
CCC(CC)C(=O)Nc1nnc(S(=O)(=O)Nc2ccccc2C)s1	2	13	-10	-3	12	-10	-1	-2
COc1ccc(Cc2nc3ccc(C(=O)N(C)CCCN4CCOCC4)cc3o2)cc1	-1	16	0	2	5	-2	7	-2
Cc1cc(C(=O)OC(C)C(=O)NC2CCCCC2C)c(C)o1 (configuration not stated)	-2	8	6	15	6	-7	-13	-7
CC1(C)N=C(N)NC(Nc2ccc(Br)cc2)=N1	0	24	9	6	0	3	-18	-3
O=C(Nc1ncnc2sc3c(c12)CCCCC3)c1ccco1	-1	-122	2	-1	11	-2	-8	1
Cc1cc(NC(=O)COC(=O)CCS(=O)(=O)c2cc(Cl)ccc2Cl)no1	3	23	8	10	-2	-6	1	-10
O=C(CC1C(=O)NCCN1Cc1c(F)cccc1Cl)NCCCN1CCCC1=O (configuration not stated)	0	-5	-4	1	-10	-2	1	-6
CSc1nc2ccsc2c(=O)n1-c1ccccn1	3	5	0	-2	-5	1	-3	-2
Nc1nc2n(n1)C(c1cccc(Br)c1)CC(c1ccccc1)N2 (configuration not stated)	22	-440	8	-7	7	-16	-19	-9
COc1ccc(C(=O)OCC(=O)NCc2ccc3c(c2)OCO3)cc1[N+](=O)[O-]	1	25	15	-3	-4	2	-6	-4

Results in UBC13 inh and Apaf1 inhib, for some of the entries so far:
Structure	UBC13 inh	Apaf1 inhib
CCOC(=O)C1=C(C)N(c2ccccc2)C(=O)NC1c1cccc([N+](=O)[O-])c1 (configuration not stated)	10	13
CCC(CC)C(=O)Nc1nnc(S(=O)(=O)Nc2ccccc2C)s1	-10	12
